Assay outcomes (PubChem BioAssay)
Arrestin-AP2 inh: inhibitors of beta-arrestin/AP2 binding, primary screen, biochemical, GPCR trafficking, flow cytometry. FITC-arrestin peptide / GST-AP2 beads; AP2 beta2 appendage carries R879A mutation. inhibition, % at 10 µM. 340,000 compounds, 0.31% hits;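 active = inhibition above a set limit, near 3 SD of compounds lacking own fluorescence, cut at about 54% in these data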;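 note: plate controls were DMSO wells for no effect and 5 µM unlabelled arrestin peptide for full effect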
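System: GST-AP2 R879A glutathione beads | Also added: FITC-arrestin peptide, 50 nM | Times: 12 min plus 1 h, RT | Signal: Bead flow cytometry, FITC channel | Buffer or medium: PBS with 0.05% Tween 20 and 0.1% BSA | Read-out basis: Percent drop in bead-associated FITC signal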
NSD2 inh: NSD2 histone methyltransferase inhibitors, primary screen, biochemical, AlphaScreen, single concentration, set 2; Histone-lysine N-methyltransferase NSD2 (Homo sapiens), O96028; NSD2 peptide methylation, 120 min; inhibition, % at 12.5 µM; 310,000 compounds, 0.54% hits; AID 743445, 2014; in the data active = inhibition above about 50%
SR-BI uptake up: activators of SR-BI mediated DiI-HDL uptake, primary screen, ldlA[mSR-BI] CHO cells, DiI fluorescence | 3 h; 100 = double the neutral-control signal | activation, % at 12.5 µM | 320,000 compounds, 0.096% hits | AID 504775, 2011;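 active = mean replicate activation of at least 60% and every replicate at or above 60%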;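 note: 0% = median plate neutral-control signal and 100% = twice that signal; values of inactives mirror those of a sister screen read the other way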
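Material – SR-BI-overexpressing, LDLR-lacking CHO cells · Medium – BSA-supplemented, HEPES-buffered Ham's F12, pH 7.4 · Doses – single concentration · Times – compound with DiI-HDL co-incubation, 3 h at 37 °C · Measured by – bottom-read fluorescence, 550/595 nm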
Keap1 Nrf2 FP: Keap1-Nrf2 protein-protein interaction inhibitors, primary screen, biochemical, fluorescence polarization, single point | Kelch-like ECH-associated protein 1 (Homo sapiens), Q14145 | 340,000 compounds, 0.15% hits | inhibition, % at 9.4 µM | Keap1 Kelch-Nrf2 peptide fluorescence polarization, 1536-well | AID 504523, 2011; in the data active = inhibition above about 12%;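 note: human Keap1 Kelch domain with fluorescein labeled Nrf2 9mer peptide probe; 0% = neutral control wells and 100% = peptide positive control; higher means more block of Keap1 binding to Nrf2 peptide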
Target sequence (Q14145 whole entry, looked up, the tested form may be a part): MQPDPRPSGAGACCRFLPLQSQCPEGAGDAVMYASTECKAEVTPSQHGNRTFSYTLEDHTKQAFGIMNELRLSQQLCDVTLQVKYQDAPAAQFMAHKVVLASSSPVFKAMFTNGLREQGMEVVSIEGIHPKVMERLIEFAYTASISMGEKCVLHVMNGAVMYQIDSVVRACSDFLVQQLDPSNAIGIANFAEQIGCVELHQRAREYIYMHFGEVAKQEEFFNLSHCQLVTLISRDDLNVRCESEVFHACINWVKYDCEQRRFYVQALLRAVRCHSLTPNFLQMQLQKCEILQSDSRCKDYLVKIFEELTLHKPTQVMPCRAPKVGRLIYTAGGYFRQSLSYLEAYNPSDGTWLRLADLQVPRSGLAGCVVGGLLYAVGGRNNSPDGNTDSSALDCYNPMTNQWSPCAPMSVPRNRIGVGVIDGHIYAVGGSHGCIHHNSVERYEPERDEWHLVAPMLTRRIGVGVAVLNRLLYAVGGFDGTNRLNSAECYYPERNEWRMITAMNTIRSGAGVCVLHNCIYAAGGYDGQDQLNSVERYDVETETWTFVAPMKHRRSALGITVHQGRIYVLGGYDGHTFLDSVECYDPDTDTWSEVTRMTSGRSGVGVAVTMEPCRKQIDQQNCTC
PKA-R2B act: activators of PKA-R2B holoenzyme, primary screen, biochemical, fluorescence polarization, Cy5-IP20, human; activation, % at 11.4 µM; 340,000 compounds, 0.079% hits; PKA-R2B holoenzyme dissociation; R2B truncated from residue 108, S112A mutant; 0% DMSO only, 100% 113 µM cGMP; cAMP-dependent protein kinase catalytic subunit beta (Homo sapiens) + cAMP-dependent …;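 active = activation above a cutoff set at the mean over all compounds plus 3 SD, cut at about 18% in these data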;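 note: higher means more holoenzyme dissociation and a rise in polarization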
Target sequence (P31323 whole entry, looked up, other chains not shown, the tested form may be a part): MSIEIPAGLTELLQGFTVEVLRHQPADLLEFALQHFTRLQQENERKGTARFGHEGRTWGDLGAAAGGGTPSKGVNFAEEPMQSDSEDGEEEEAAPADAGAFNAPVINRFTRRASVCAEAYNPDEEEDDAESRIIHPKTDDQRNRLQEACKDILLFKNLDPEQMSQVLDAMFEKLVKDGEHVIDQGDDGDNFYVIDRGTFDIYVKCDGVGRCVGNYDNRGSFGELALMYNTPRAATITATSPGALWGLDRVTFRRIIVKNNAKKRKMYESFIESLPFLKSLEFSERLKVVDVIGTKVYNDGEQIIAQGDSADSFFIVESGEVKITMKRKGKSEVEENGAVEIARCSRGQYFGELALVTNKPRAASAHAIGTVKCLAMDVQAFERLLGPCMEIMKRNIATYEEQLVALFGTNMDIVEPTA
RTF Ca sens inh: cardiac RTF calcium sensitivity inhibitors, primary screen, biochemical, IANBD-TnC fluorescence, EC70 calcium; inhibition, % at 7.15 µM; AID 493244, 2011; IANBD-labeled cardiac RTF, Ca2+ fluorescence; 340,000 compounds, 0.12% hits;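 active = inhibition above the mean inhibition of all tested compounds plus 3 SD, cut at about 17% in these data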;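 note: assay run at fixed EC70 calcium of 1.6 mM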
LANA DNA inh: inhibitors of KSHV C-LANA binding to DNA, primary screen, biochemical, fluorescence polarization, FAM-LBS DNA, MBP-C-LANA, single point. Kaposi's sarcoma herpesvirus LANA C-terminal domain (residues 932-1162) DNA binding. inhibition, % at 9 µM. 340,000 compounds, 0.078% hits;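 active = highest replicate inhibition at or above 60% at 9 µM, even if other replicates fall short; inactive = all replicates below 60% inhibition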;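 note: 0% = neutral control wells and 100% = 4 µM acridine orange control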
SR-BI DiI inh: inhibitors of SR-BI mediated HDL lipid uptake, primary screen, ldlA[mSR-BI] cells, fluorescence, single point; Scavenger receptor class B member 1 (Mus musculus), Q61009; ldlA[mSR-BI] CHO cells, DiI-HDL uptake fluorescence, 3 h; inhibition, % at 12.5 µM; 320,000 compounds, 0.96% hits; AID 488896, 2010;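 active = mean replicate inhibition of at least 70% and a set share of replicates each scoring 70 or more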;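 note: 0% = median of neutral control wells and 100% = median of positive control wells; values of inactives mirror those of a sister screen read the other way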
DAGLB inh: DAGLB lipase inhibitors, primary screen, biochemical, fluorescence, HTS. HEK293T DAGLB membrane lysate, EnzChek fluorogenic substrate. Diacylglycerol lipase-beta (Homo sapiens), Q8NCG7. 340,000 compounds, 0.059% hits. inhibition, % at 5.17 µM. AID 504411, 2011; in the data active = inhibition above about 34%;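 note: 0% = enzyme with vehicle and 100% = wells lacking enzyme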
PvdQ acylase: P. aeruginosa PvdQ acylase inhibitors, primary screen, biochemical, fluorescence, plate reader and imaging, single point | purified PvdQ acylase | inhibition, % at 10 µM | 340,000 compounds, 0.063% hits; in the data active = inhibition above about 30%, passing the limit was not always enough;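 note: 0% = vehicle neutral wells and 100% = reference inhibitor wells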
An asterisk follows results filed as active; x = not tested or not shown.

Arrestin-AP2 inh,DAGLB inh,Keap1 Nrf2 FP,NSD2 inh,SR-BI DiI inh,SR-BI uptake up,RTF Ca sens inh,LANA DNA inh,PvdQ acylase,PKA-R2B act,SMILES
6.9,1.4,-2.4,-0.1,-11.6,11.6,-5.6,0.0,-11.0,0.6,Cc1ccccc1NS(=O)(=O)c1cccc2nonc12
1.7,7.2,-0.8,x,0.6,-0.6,-4.2,2.5,-7.3,-2.0,Cc1ccc([C@@H]2CC=C(C(=O)O)[C@H](c3ccccc3F)N2S(=O)(=O)c2ccc(C)cc2)cc1
17.1,0.7,-1.2,0.3,23.1,-23.1,2.1,0.2,-0.7,-7.2,O=C(Nc1ccc(N2CCN(C(=O)c3ccco3)CC2)cc1)c1ccc2c(c1)OCO2
19.6,-1.6,-2.4,-1.4,14.0,-14.0,-15.5,1.4,-9.2,-10.1,CC(C)(C)c1ccc(/C=C/C(=O)Nc2cccnc2)cc1
-4.8,0.3,-4.6,1.7,-0.5,0.5,-1.8,-0.8,-7.3,-4.5,CN(Cc1ccccc1Cl)C(=O)C1CCC(=O)N(C2CCCCCC2)C1 (centres undefined)
40.0,-2.6,1.5,-2.5,1.1,-1.1,1.1,1.4,-1.2,-10.4,CC(N=c1ccccn1C(=O)Nc1ccc(F)cc1)c1ccco1 (centres undefined)
0.1,-1.2,1.6,0.2,3.9,-3.9,0.2,0.1,-7.6,-4.6,Cc1c(NC(=S)Nc2cccc(Cl)c2)c(=O)n(-c2ccccc2)n1C
-2.9,-1.1,2.0,-1.9,-24.9,24.9,-2.1,-1.5,-11.8,11.8,CC(=O)Nc1ccccc1C(=O)C(=O)Nc1ccc(Cl)cc1
18.6,-0.5,0.7,-1.1,8.9,-8.9,-6.2,0.4,-4.9,6.1,CC1CCN(c2ncnc3ccccc23)CC1
-0.4,-1.7,0.1,0.7,x,x,-21.5,0.7,5.6,-13.0,Cc1cccc(-n2nc(C(=O)Nc3ccccc3)n3c(=O)cc(-c4ccccc4)nc23)c1

Compound profiles, from the list above. Order of values: Arrestin-AP2 inh	DAGLB inh	Keap1 Nrf2 FP	NSD2 inh	SR-BI DiI inh	SR-BI uptake up	RTF Ca sens inh	LANA DNA inh	PvdQ acylase	PKA-R2B act
`CC1CCN(c2ncnc3ccccc23)CC1` is listed with 18.6	-0.5	0.7	-1.1	8.9	-8.9	-6.2	0.4	-4.9	6.1
`Cc1ccc([C@@H]2CC=C(C(=O)O)[C@H](c3ccccc3F)N2S(=O)(=O)c2ccc(C)cc2)cc1` is listed with 1.7	7.2	-0.8	x	0.6	-0.6	-4.2	2.5	-7.3	-2.0

(listing goes on)
Arrestin-AP2 inh,DAGLB inh,Keap1 Nrf2 FP,NSD2 inh,SR-BI DiI inh,SR-BI uptake up,RTF Ca sens inh,LANA DNA inh,PvdQ acylase,PKA-R2B act,SMILES
-8.7,0.2,-4.4,-1.5,0.0,0.0,-6.7,0.0,-15.0,4.0,CCSC1=C(C#N)C2(CCCCC2)C(C#N)C(=O)N1 (centres undefined)
-0.9,-8.3,-7.7,-2.8,-28.9,28.9,-15.9,1.1,-5.0,-1.4,CNC(=S)SCCOc1ccc(C)cc1
-2.7,2.1,-1.6,4.0,10.4,-10.4,-2.2,0.2,-13.9,9.2,CCCCNC(=O)C1CCN(Cc2ccccn2)CC1
8.4,-2.3,2.8,-0.6,2.6,-2.6,4.8,-1.5,6.2,0.8,CNS(=O)(=O)c1cccc(C(=O)OCC(=O)NC2CCCC(C)C2C)c1 (centres undefined)
3.5,-5.3,0.8,-2.7,56.0,-56.0,-5.8,-0.3,9.8,-6.7,CCc1nc(Nc2ccc(OC)cc2OC)c2oc3ccccc3c2n1
21.8,-1.5,-0.1,3.3,x,x,-2.4,-0.8,10.1,-6.2,COc1ccc2cc3c(N)nn(C(=O)c4ccc(F)cc4)c3nc2c1
-0.7,0.9,-5.1,-7.9,-0.2,0.2,-1.2,0.8,-13.1,-4.6,Cc1nonc1OCCNC(=O)C12CC3CC(CC(C3)C1)C2
17.5,1.7,-3.1,-6.3,14.1,-14.1,-20.2,-3.1,-10.9,-6.3,Cc1nc(C(=O)O)nn1-c1ccc([N+](=O)[O-])cc1
9.3,-1.3,-0.7,3.5,-17.5,17.5,6.9,-0.6,13.2,-5.2,CN(Cc1ccc(F)cc1)C(=O)c1cccc(S(=O)(=O)N2CCN(Cc3ccccc3)CC2)c1
-18.4,2.5,2.4,x,-19.7,19.7,-9.6,-0.5,-15.3,2.3,CCCn1c(SCC(=O)N2c3ccccc3CCc3ccccc32)nc2c1c(=O)n(C)c(=O)n2C
17.5,0.2,-1.7,x,43.6,-43.6,-2.3,1.9,-5.9,-1.7,COc1ccc(OC)c2[nH]c(=O)c(CCNC(=O)c3ccc(S(=O)(=O)N4CCCCC4)cc3)cc12
0.7,x,2.5,0.4,26.9,-26.9,x,2.6,-4.0,x,COc1nc(N)c(C#N)c(-c2ccc(N(C)CCC#N)cc2)c1C#N
-8.7,-2.6,7.0,0.5,-5.9,5.9,-0.3,1.3,-0.2,2.6,Cc1cccc(C2N=C(N)Nc3nc4ccccc4n32)c1 (centres undefined)
29.8,0.4,0.6,-3.2,-12.8,12.8,-3.9,-1.2,-2.4,-14.9,COc1ccccc1-c1nc2s/c(=C\c3cccs3)c(=O)n2n1
7.1,2.1,2.1,2.2,-12.7,12.7,-11.6,0.1,-4.9,-16.3,Oc1ccc2nc(Cc3ccccc3)[nH]c2c1
5.1,8.2,-1.5,0.0,-3.9,3.9,-7.8,-0.8,5.1,-14.1,CCc1cc(C(=O)N(CC(C)C)c2c(N)n(Cc3ccccc3)c(=O)[nH]c2=O)sc1C
-0.9,-3.5,0.3,-1.7,18.4,-18.4,1.5,-3.5,15.8,-13.0,COCCN(Cc1cc2cc(C)c(C)cc2nc1Cl)C(=O)Nc1ccccc1
22.3,2.5,-0.4,3.1,4.7,-4.7,-6.5,-1.0,5.6,-2.0,Cc1ccc(C2C3C(=O)N(c4ccc(C)cc4)C(=O)C3N3CCCN23)cc1 (centres undefined)
21.0,-3.2,1.3,1.4,8.0,-8.0,-3.0,0.2,-4.5,1.2,Cc1ccc(N(C(=O)c2ccco2)C(C(=O)NC2CCCC2)c2ccco2)c(C)c1 (centres undefined)
-20.3,-2.4,1.0,-1.7,-17.9,17.9,-1.0,1.6,-12.6,11.9,O=C(COC(=O)COc1ccccc1)NCc1ccccc1
-16.4,-0.1,-0.6,x,x,x,-3.0,0.2,-11.8,0.4,O=C(NCc1ccc(Cl)cc1)c1ccc(CNc2c(N3CCCC3)c(=O)c2=O)cc1
-11.8,-4.9,-4.0,-0.1,2.7,-2.7,-4.4,-1.7,-4.6,-2.5,N#C/C(=C\c1cccs1)Sc1nc2ccccc2s1
-2.2,-0.1,-0.9,-3.1,-2.7,2.7,-6.7,-2.9,3.6,-4.8,COc1ccccc1C(=O)NCCC(=O)N1CCCC(C)C1 (centres undefined)
-9.6,-1.1,1.6,7.7,-11.0,11.0,-11.6,0.6,-18.1,-2.5,Cc1ccc(S(=O)(=O)NCCN(CCNS(=O)(=O)c2ccc(C)cc2)S(C)(=O)=O)cc1
-11.5,-1.2,0.7,3.5,23.9,-23.9,4.2,2.5,-18.3,-0.7,CCOC(=O)C1(CC/C(C)=N\NC(N)=O)CC(C)OC1=O (centres undefined)
-2.5,-0.8,-4.3,0.2,24.5,-24.5,-3.0,-0.5,-3.2,-3.3,COc1cccc(C(=O)Nc2ccc(C(=O)NCC(C)C)cc2)c1
11.6,2.3,-1.7,-2.5,21.9,-21.9,-8.0,-0.5,1.4,1.1,COc1ccc(-c2csc3nc(-c4cccnc4)nc(N4CCC(C(N)=O)CC4)c23)cc1OC
13.7,-1.3,-2.7,-0.9,31.2,-31.2,-0.8,-0.4,8.9,1.4,CCOc1ccc(N2CC(C(=O)Nc3ccccc3N3CCOCC3)CC2=O)cc1 (centres undefined)
-20.9,0.1,-2.5,1.3,-6.2,6.2,-1.8,0.3,-2.1,-4.6,O=C1CCCCCN1C(=O)c1ccccc1
19.6,15.8,2.0,x,10.2,-10.2,-7.1,0.3,-6.9,4.6,CC1CCCCC1NC(=O)COC(=O)c1c2c(nc3ccccc13)/C(=C\c1ccco1)CC2 (centres undefined)
11.9,-3.8,-3.5,x,x,x,-21.7,1.1,-5.9,-0.1,Cc1ccc(CN(C)c2nc(-c3cccnc3)nc3ccccc23)o1
2.8,-1.4,0.7,0.9,7.3,-7.3,-8.4,0.7,-8.6,-7.3,COc1ccc(CNC(=O)C2CCN(c3nc(OC)nc(OC)n3)CC2)cc1
5.7,0.9,-3.8,0.2,-28.8,28.7,-21.8,2.1,-10.2,-10.4,Cc1sc2nc(CSCC(=O)Nc3c(F)cccc3F)[nH]c(=O)c2c1C
5.0,-2.5,-5.1,-1.1,-8.3,8.3,5.7,0.5,9.3,7.2,Cc1nnc(SCC(=O)N2CCCc3ccccc32)[nH]c1=O
8.6,-3.6,-0.1,x,3.1,-3.1,-4.1,-0.5,8.3,1.0,CC1CCCC(NC(=O)C2CCN(S(=O)(=O)N3CCOCC3)CC2)C1C (centres undefined)
-1.0,0.4,-7.3,-1.1,-14.9,14.9,-0.1,0.0,-14.3,-5.5,Cn1cc(C=O)c2cc(S(=O)(=O)N3CCOCC3)ccc21
-7.8,-1.6,-3.3,-3.1,5.6,-5.6,0.8,1.7,-14.8,6.2,Cn1nc([N+](=O)[O-])nc1Oc1ccc(C(C)(C)C)cc1
0.6,0.1,1.2,10.3,5.9,-5.9,3.5,0.2,-9.2,-12.5,Cc1cc(N2CCN(c3ccccn3)CC2)n2c(nc3ccccc32)c1C#N
-3.4,0.2,-2.3,-0.8,4.7,-4.7,1.5,-0.6,-1.9,-12.9,CC(Oc1ccccc1)c1ccnn1S(=O)(=O)c1ccccc1 (centres undefined)
29.9,x,0.1,3.5,-9.9,9.9,x,-0.3,-26.2,x,On1c(-c2ccc(Cl)cc2)nc2ccccc21
-5.1,-1.7,-7.8,-4.5,-6.6,6.5,-1.3,0.1,-9.4,-5.3,CCN(CC)CCn1c(-c2ccc(C)cc2)nc(=S)c2c1CC(C)(C)OC2
7.2,1.4,-1.4,0.1,30.4,-30.4,-2.6,1.1,-9.5,6.5,CCCCCN1CC(=O)N2C(C)c3[nH]c4ccccc4c3C[C@H]2C1=O (some centres undefined)
